MIN6 prolif – MIN6 beta-cell proliferation induction | MIN6 cells proliferation, ATPlite luminescence, 48 h; cells starved in 0.2% serum; 100% = growth in 10% serum | proliferation, % at 10 µM | 330,000 tested, 0.29% active;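 active means compounds whose signal lies at least 3.5 SD above the mean of all wells on their plate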;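 further: 0% = DMSO-treated cells in low-serum medium and 100% = 10% serum control; some compounds called inactive have numbers as strong as hits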
hIAP activ – human IAP activation | P09923 | purified human IAP, CDP-Star luminescence, 30 min; stronger effect = higher value; 1 = vehicle-only enzyme, 0 = enzyme-free background | activation factor at 10 µM | 330,000 tested, 0.16% active | AID 2524;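 active means activation factor of the enzyme at least 2-fold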; further: the source names both 10 and 20 µM as test concentration; values of inactives mirror those of a sister screen read the other way
mIAP act – mouse IAP activation; 330,000 tested, 0.24% active; activation factor at 10 µM; muIAP, CDP-Star luminescence, 30 min; stronger effect = higher value; 1 = vehicle-only enzyme signal, 0 = enzyme-free wells; AID 2805;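 active means activation factor of at least 2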; further: the source names both 10 and 20 µM as test concentration; values of inactives mirror those of a sister screen read the other way
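Assay system: mouse IAP enzyme; Reagent: CDP-Star chemiluminescent phosphatase substrate; Compound: DMSO-dissolved test compounds; Incubation: 30 min, room temperature; Technique: luminescence from enzymatic CDP-Star hydrolysis; Controls: DMSO-only wells and no-enzyme negative control.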
hIAP block – human IAP inhibition. inhibition, % at 10 µM. P09923. purified IAP, CDP-Star luminescence, 30 min. 330,000 tested, 0.12% active. AID 2544;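 active means inhibition reaching a set limit with compound at 10 µM in the primary screen, cut at about 35% in these data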;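 further: plate controls were DMSO wells with enzyme for no effect and no-enzyme buffer wells for full effect; values of inactives mirror those of a sister screen read the other way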
APOBEC3A inh – inhibitors of human APOBEC3A DNA deaminase; P31941; inhibition, % at 20 µM; 330,000 tested, 0.41% active; recombinant A3A, FAM/TAMRA ssDNA deamination fluorescence;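 active means at least 40% inhibition at 20 µM here, with at most 30% in a related deaminase screen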;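 further: plate controls were A3A with DMSO for no effect and wells lacking A3A enzyme for full effect; some results filed as inactive read as strong as hits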
Target sequence (P31941 whole entry, looked up): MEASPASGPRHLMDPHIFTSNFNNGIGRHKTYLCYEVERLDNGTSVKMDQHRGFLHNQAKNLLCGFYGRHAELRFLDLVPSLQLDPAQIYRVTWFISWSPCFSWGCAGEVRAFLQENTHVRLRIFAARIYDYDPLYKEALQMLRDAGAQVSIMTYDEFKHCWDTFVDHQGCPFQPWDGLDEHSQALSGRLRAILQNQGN
ATG4B inh – blocks human ATG4B protease cleavage of LC3 substrate | 340,000 tested, 0.51% active | Q9Y4P1 | ATG4B cleavage of LC3-PLA2, NBD-HPC fluorescence, 1 h | inhibition, % at 8.33 µM; in the data active means inhibition above about 40%
Target sequence (Q9Y4P1 whole entry, looked up): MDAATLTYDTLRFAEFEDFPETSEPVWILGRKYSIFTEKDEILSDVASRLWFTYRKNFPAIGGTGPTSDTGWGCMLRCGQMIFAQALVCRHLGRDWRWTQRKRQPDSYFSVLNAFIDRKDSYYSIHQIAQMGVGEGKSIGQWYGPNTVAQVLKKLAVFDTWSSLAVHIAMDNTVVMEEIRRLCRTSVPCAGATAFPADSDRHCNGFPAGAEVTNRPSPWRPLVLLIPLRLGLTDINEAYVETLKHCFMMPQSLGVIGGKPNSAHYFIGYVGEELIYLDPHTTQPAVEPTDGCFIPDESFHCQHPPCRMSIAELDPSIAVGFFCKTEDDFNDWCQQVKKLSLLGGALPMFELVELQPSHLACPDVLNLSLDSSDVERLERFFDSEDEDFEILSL
A3G deaminase – APOBEC3G (human) deaminase inhibition; 330,000 tested, 0.28% active; Q9HC16; AID 493012; inhibition, % at 20 µM; recombinant A3G, ssDNA deamination FAM/TAMRA fluorescence;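 active means inhibition of at least 40% at 20 µM, with no more than 30% in the related APOBEC3A deaminase screen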;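 further: plate controls were DMSO wells with A3G for no effect and wells lacking A3G enzyme for full effect; some compounds called inactive have numbers as strong as hits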
Target sequence (Q9HC16 whole entry, looked up): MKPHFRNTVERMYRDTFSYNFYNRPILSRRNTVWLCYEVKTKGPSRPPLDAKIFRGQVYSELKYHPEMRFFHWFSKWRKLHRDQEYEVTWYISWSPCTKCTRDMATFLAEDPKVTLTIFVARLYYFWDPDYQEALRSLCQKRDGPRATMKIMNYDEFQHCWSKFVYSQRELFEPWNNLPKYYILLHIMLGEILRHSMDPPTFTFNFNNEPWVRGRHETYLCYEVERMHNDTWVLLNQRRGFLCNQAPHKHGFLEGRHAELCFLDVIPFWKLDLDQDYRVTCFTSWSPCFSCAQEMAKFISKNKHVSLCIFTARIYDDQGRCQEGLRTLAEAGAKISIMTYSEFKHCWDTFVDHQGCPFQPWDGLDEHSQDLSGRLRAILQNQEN
MPTP block – permeability transition pore inhibition; 360,000 tested, 1.4% active; isolated mouse mitochondria, Ca2+ swelling absorbance, 30 min; AID 602449; inhibition, % at 10 µM;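 active means inhibition of 50% or more, scaled per plate between neutral and stimulator controls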;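 further: 0% = DMSO wells given calcium and 100% = 1 mM EGTA wells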
mIAP block – mouse IAP inhibition; purified mouse IAP, CDP-Star luminescence, 30 min; inhibition, % at 10 µM; 330,000 tested, 0.2% active; AID 2806;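 active means inhibition of at least 40% at 10 µM in the primary screen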;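 further: plate controls were DMSO with enzyme for no effect and no enzyme wells for full effect; values of inactives mirror those of a sister screen read the other way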
Starred values were filed as active, the others as inactive; nt = not tested or not shown.

SMILES	MIN6 prolif	hIAP activ	mIAP act	hIAP block	APOBEC3A inh	ATG4B inh	A3G deaminase	MPTP block	mIAP block
Cc1cccc(NC(=O)c2cc3c(=O)n4ccccc4nc3s2)c1	0	0.92	0.95	8	27	-13	5	-0.3	5
Cc1ccc(NC(=O)C[n+]2cc(-c3ccc(C)cc3)n3c2CCC3)cc1	0	1.1	1	-12	2	-6	-5	-0.3	0
Cn1c(=O)oc2cc(S(=O)(=O)N3CCN(c4ccc(F)cc4)CC3)ccc21	2	1	1.1	-4	-1	-8	-6	-0.1	-6
CCCCCCSc1nnc2[nH]c(=O)cc(N)n12	0	1.1	1	-5	20	2	-5	-0.2	-2
Cc1ccc(/C=N/n2c(COc3ccccc3)n[nH]c2=S)s1	3	1	0.9	-1	1	-7	16	5.7	10
COc1ccc(OCc2nc(C#N)c(N3CCN(c4ccc(OC)cc4)CC3)o2)cc1	-2	0.92	0.99	8	6	-7	-6	-2.9	1
CCN(CC)C(=O)c1ccccc1NC(=O)c1ccccc1C	-3	1	0.92	-1	2	0	-6	-1.0	8
O=C(CC(Nc1ccc(Cl)cc1)C(=O)O)c1ccccc1 (centres undefined)	-2	0.79	0.93	21	-2	-1	4	-1.3	8
Cc1cc(=O)oc2cc(NC(=O)CC3(CC(=O)O)CCCC3)ccc12	0	1.1	1	-6	-1	3	-2	0.9	-3
CCCCOC(=O)c1ccc(NC(=O)c2ccc(F)cc2F)cc1	-7	1	1	-2	-5	5	-2	-0.6	-2
CCOc1ccc(OCC)c(S(=O)(=O)NCc2cccnc2)c1	0	1	1.1	-3	-2	4	5	-1.6	-13
COc1ccc(NC(=O)C2CCCN(S(=O)(=O)c3cccc4nonc34)C2)c(OC)c1 (centres undefined)	-1	0.98	0.98	2	-1	-7	-5	-1.9	2
CC(=O)Nc1ccc(S(=O)(=O)Nc2cccc(C(=O)Nc3ccccc3C(=O)O)c2)cc1	0	1	0.96	-1	1	-4	-2	-0.4	4
O=C(c1nsnc1-c1ccccc1O)N1CCCCC1	-2	0.86	0.96	14	-1	-13	-6	1.9	4
COCCCNC(=S)NCCNc1nc2cc(C)c(C)cc2cc1C#N	-2	0.95	1	5	2	-5	0	-0.8	-1
Cc1nc(-c2ccc(S(=O)(=O)N3CCN(c4cccc(C)c4C)CC3)cc2)co1	-4	1.1	1	-7	-6	22	-7	-0.8	0
CC(C)(C)C(=O)N1c2ccccc2CCc2ccccc21	3	1.4	1.1	-36	-4	8	-7	1.8	-8
Cc1noc(C)c1CSc1nnc2ccc3ccccc3n12	2	1.2	0.96	-18	2	-5	-4	-1.4	4
Cc1onc(-c2ccccc2Cl)c1C(=O)Nc1ccccc1O	-2	0.91	1.1	9	2	1	0	1.1	-12
O=C(Nc1ccc(S(=O)(=O)N2CCOCC2)cc1)c1ccc2c(c1)OCO2	-5	0.93	1	7	1	-10	-2	0.5	-4
O=c1cc[nH]c2ccc(OC(F)(F)F)cc12	1	1	1.1	-2	6	7	3	2.6	-11
Cc1ccc(C2CC(C(F)(F)F)n3nc(C(=O)NCC4CCCO4)cc3N2)cc1 (centres undefined)	-2	0.92	1.1	8	2	nt	-2	nt	-6
Cc1ccc(-n2c(=O)c3sccc3n(CC(=O)NCc3ccco3)c2=O)cc1F	-4	0.99	0.96	1	-1	-5	-2	-0.7	4
CCn1c(-c2cc(OC)ccc2OC)csc1=Nc1c(C)n(C)n(-c2ccccc2)c1=O	-4	1	0.96	-2	-1	9	-2	10	4
CCn1c(SCC(=O)Nc2ccc(C(C)=O)cc2)nc2nc3c(cc2c1=O)COC(C)(C)C3	-2	1	1.1	-2	4	-6	1	2.8	-7
O=C(c1ccccc1)c1ncc(C(F)(F)F)cc1Cl	-4	1.1	0.95	-6	1	-1	-1	1.1	5
CCc1nn(CC(=O)N2CC(C)CC(C)C2)c(=O)c2cccn12 (centres undefined)	-3	0.88	0.98	12	-4	-8	-4	-0.9	2
CC(=O)Nc1ccc(S(=O)(=O)Nc2ccc(F)c([N+](=O)[O-])c2)cc1	-3	0.96	1	4	-3	3	-5	-1.4	-2
CC(=O)Nc1ccc(Nc2c3c4c(cccc4n(C)c2=O)C(=O)c2ccccc2-3)cc1	0	1.6	0.77	-56	5	-17	-2	5.3	24
COc1ccc(CC(=O)NCC2CCCN(Cc3ccc(OC)cc3F)C2)cc1 (centres undefined)	-4	1.2	0.76	-22	0	16	5	1.0	24
O=C(COc1cccc2ccccc12)N/N=C/c1ccccc1OCc1ccc(C(=O)O)cc1	-3	0.98	0.92	2	-4	-7	-6	-0.7	8
COc1ccc(NC(=O)C2CCN(S(=O)(=O)c3ccc(C)cc3)CC2)cc1OC	-2	1.1	1.2	-12	0	-7	-7	0.9	-23
CC1CC(=O)N(CC(=O)NCc2ccco2)c2ccccc2S1 (centres undefined)	1	0.89	0.98	11	-2	-4	-6	-1.1	2
O=C1CC(NCCN2CCOCC2)C(=O)N1Cc1ccc(N2CCCC2=O)cc1 (centres undefined)	-1	1	1.1	-2	-6	-5	-7	-2.0	-8
COc1ccc2[nH]c3c(c2c1)[C@@H]1CCN2C(=O)CCC[C@H](C3)[C@H]12	-7	1	1.1	-1	-2	3	-9	0.5	-6
O=S(=O)(c1ccccc1)N1CC=C(c2ccccc2)CC1	-3	0.92	1	8	4	-2	-4	1.2	-3
CC(=O)Nc1ccc(NC(=O)C(C)OC(=O)c2ccc(OCc3c(C)noc3C)cc2)cc1 (centres undefined)	1	1.1	1	-11	-1	-7	-5	-2.1	-1
Cc1cccc(NC(=O)NCc2ccc3c(c2)OCO3)c1	-4	1.1	1.4	-10	2	nt	-1	0.4	-43
CCOc1ccc(C(=O)CSCCC(=O)O)cc1	-2	0.87	0.98	13	0	-1	-2	0.4	2
CCOC(=O)N1CCN(c2c(N3CCN(c4ccc(OC)cc4)CC3)c(=O)c2=O)CC1	3	1	1	0	-4	-7	-10	-0.2	-3

A second format for some results above:
Values run as follows: MIN6 prolif | hIAP activ | mIAP act | hIAP block | APOBEC3A inh | ATG4B inh | A3G deaminase | MPTP block | mIAP block
O=C(COc1cccc2ccccc12)N/N=C/c1ccccc1OCc1ccc(C(=O)O)cc1
    -3 | 0.98 | 0.92 | 2 | -4 | -7 | -6 | -0.7 | 8
COc1ccc(NC(=O)C2CCN(S(=O)(=O)c3ccc(C)cc3)CC2)cc1OC
    -2 | 1.1 | 1.2 | -12 | 0 | -7 | -7 | 0.9 | -23
CC1CC(=O)N(CC(=O)NCc2ccco2)c2ccccc2S1 (centres undefined)
    1 | 0.89 | 0.98 | 11 | -2 | -4 | -6 | -1.1 | 2

The list goes on.
SMILES	MIN6 prolif	hIAP activ	mIAP act	hIAP block	APOBEC3A inh	ATG4B inh	A3G deaminase	MPTP block	mIAP block
Cc1cccc(C2c3[nH]c4ccccc4c3CCN2C(=O)CN2CCOC2=O)n1 (centres undefined)	-4	1	0.86	0	-1	11	-5	-1.7	14
O=C(Cc1ccc(Cl)cc1)c1c[nH]c(C(=O)NCCCn2ccnc2)c1	-2	1.4	1.1	-42	28	1	-4	0.5	-10
Cc1cccc(NC(=S)NCCc2c[nH]c3ccccc23)c1	-6	0.99	1.4	1	4	9	-4	3.3	-41
COc1ccc(OCCCC(=O)ON=C(N)c2ccccc2Cl)cc1	-1	1.1	0.84	-6	-1	8	-2	-1.4	16
O=C(/C=C/c1cnc2ccccc2n1)NC1CCCCCC1	0	0.92	0.96	8	0	-5	-5	-0.9	4
CCn1c(SCCC(C)C)nnc1-c1c[nH]c2ccccc12	-6	0.81	1.1	18	-2	35	-2	0.5	-8
Cc1nn(CC(=O)NCCc2ccc(Cl)cc2)c(=O)c2cccn12	-1	1.1	0.98	-9	-5	-6	-3	-2.3	2
CCOC(=O)Cc1csc(/N=C/c2c(O)n(-c3ccccc3C(F)(F)F)c(=O)c3ccccc23)n1	-2	0.94	0.86	6	-2	0	-1	4.2	14
FC(F)(F)c1cccc(OCC2CNC(=S)O2)c1 (centres undefined)	-4	1	0.94	-4	-6	-9	-8	0.5	6
Cc1cc(C)n(-c2nc3ccccc3nc2N2CCC(C)CC2)n1	-2	0.88	0.92	12	3	3	1	-0.4	8

Entries of single compounds, quoted from the list:
`Cc1cccc(NC(=S)NCCc2c[nH]c3ccccc23)c1` as listed: MIN6 prolif: -6; hIAP activ: 0.99; mIAP act: 1.4; hIAP block: 1; APOBEC3A inh: 4; ATG4B inh: 9; A3G deaminase: -4; MPTP block: 3.3; mIAP block: -41
`Cc1cccc(C2c3[nH]c4ccccc4c3CCN2C(=O)CN2CCOC2=O)n1` (centres undefined) as listed: MIN6 prolif: -4; hIAP activ: 1; mIAP act: 0.86; hIAP block: 0; APOBEC3A inh: -1; ATG4B inh: 11; A3G deaminase: -5; MPTP block: -1.7; mIAP block: 14

Carrying on:
SMILES	MIN6 prolif	hIAP activ	mIAP act	hIAP block	APOBEC3A inh	ATG4B inh	A3G deaminase	MPTP block	mIAP block
CCn1nc(C(=O)NNC(=O)C(Cc2ccccc2)NC(N)=O)c2ccccc2c1=O (centres undefined)	-2	1.1	0.94	-8	-2	-1	-11	0.3	6
COc1ccc(CC(=O)NC(C)c2ccc3ccccc3c2)cc1 (centres undefined)	-1	1.1	1.1	-6	-1	-8	-5	0.3	-13
O=C(CSc1nc2scc(-c3ccco3)c2c(=O)n1-c1ccccc1)N1CCOCC1	3	0.8	1.1	20	4	-9	-4	-2.3	-7
Cc1ccccc1NC(=O)NCc1ccccn1	-3	0.93	0.99	7	-2	8	-2	1.4	1
COc1ccc(C(=O)Nn2cnnc2)cc1	1	1.1	1	-9	1	-15	-1	0.5	-3
C/C(=N\OCC(=O)Nn1c(=O)[nH]c2ccccc2c1=O)c1ccccc1	4	1	0.95	-3	3	-2	-1	-2.8	4
Cc1noc(C)c1CSCC(=O)N(C)CC(=O)Nc1ccccc1Br	-1	1.1	0.94	-5	2	-5	-6	-0.1	6
Cc1cc(C)cc(-n2nnnc2-c2cn(C)nc2C(F)(F)F)c1	-3	0.93	1.1	7	6	-7	2	1.0	-10
CCC1CCCCN1CCCNC(=O)c1ccc(CS(=O)(=O)c2ccccc2OC)o1 (centres undefined)	6	1.1	0.96	-10	-2	-1	-2	-2.1	4
N#CCCCCn1c(-c2cncs2)nc2ccccc21	-1	1.1	1	-6	7	-4	-1	-1.1	-2
C=CCN1C(=O)C2C(C(=O)NCc3ccccc3)C3(C)C=CC2(O3)C1C(=O)NC(C)(C)C (centres undefined)	-2	1.2	1	-22	-2	-22	-2	0.2	-3
O=C(c1ccc2c(=O)n(Cc3ccc(Cl)cc3)c(=S)[nH]c2c1)N1CCCC1	-3	1	0.97	-4	-4	6	-4	-1.5	3
O=C1CN(C(=O)COc2ccccc2Cl)c2ccccc2N1	-1	1	1.1	0	-2	-5	-4	-0.3	-13

Arranged by molar mass (ascending): part of the list above
SMILES	MIN6 prolif	hIAP activ	mIAP act	hIAP block	APOBEC3A inh	ATG4B inh	A3G deaminase	MPTP block	mIAP block
O=C(c1ccc2c(=O)n(Cc3ccc(Cl)cc3)c(=S)[nH]c2c1)N1CCCC1	-3	1	0.97	-4	-4	6	-4	-1.5	3
CCn1nc(C(=O)NNC(=O)C(Cc2ccccc2)NC(N)=O)c2ccccc2c1=O (centres undefined)	-2	1.1	0.94	-8	-2	-1	-11	0.3	6
CCOC(=O)N1CCN(c2c(N3CCN(c4ccc(OC)cc4)CC3)c(=O)c2=O)CC1	3	1	1	0	-4	-7	-10	-0.2	-3

Screening data deposited in PubChem by Sanford-Burnham Center for Chemical Genomics.

Compounds as they come, and some 3.3% of all compounds hit somewhere here.
